Screens: PubChem, several laboratories
SRC2 inh: inhibition of GAL4-SRC2 driven luciferase reporter, primary screen, SRC2 inhibitor project, cell-based, luminescence; Nuclear receptor coactivator 2 (Homo sapiens), Q15596; HEK293 GAL4-SRC2 luciferase reporter; inhibition, % at 9 µM; 0.17% of 370,000 active; AID 651957, 2012;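 active = inhibition above the mean inhibition of all tested compounds plus 3 SD, set per campaign, cut at about 52% in these data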;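 also: 0% = DMSO treated cells and 100% = cells given Gossypol at 36 µM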
N-glyco inh: increase of ERlucT glycosylation luciferase signal, primary screen, N-linked glycosylation inhibitor project, D54 ERlucT cells, luminescence, set 2. D54 ERlucT glycosylation luciferase reporter, 24 h; percent of 100 nM tunicamycin response. reporter increase, % at 12.5 µM. 0.23% of 360,000 active. AID 588692, 2011;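 active = mean luciferase reporter signal, scaled so untreated is 0 and the glycosylation-blocking control 100, at or above a set limit in every replicate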;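 also: luciferase carries N-glycosylation sites so blocking glycosylation raises the light; 0% = median of neutral control wells and 100% = median of 100 nM tunicamycin wells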
MC4R antag cAMP: MC4R antagonists of cAMP signaling, primary screen, cell-based, TR-FRET, antagonist arm of biased-ligand search. AID 540295, 2011. MC4R-expressing cells, MTII-stimulated cAMP, LANCE TR-FRET. inhibition, % at 6.5 µM. 0.48% of 360,000 active. Melanocortin receptor 4 (Homo sapiens), P32245;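 active = inhibition above its plate's cutoff, the mean of tested wells on that plate plus 3 SD, cut at about 29% in these data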;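 also: 0% = Melanotan II alone and 100% = Melanotan II plus saturating MCL0020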
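Assay system: U2OS-MC4R stable cell line; Also added: Melanotan II; Technique: Eu-cAMP/anti-cAMP TR-FRET, emission 671 nm; Times: 30-min compound, 1-h challenge, 1-h detection, room temperature.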
NOD2-RIPK2 inh: NOD2-RIPK2 binding disruptors in cells, primary screen, fluorescence, CHO cells, BLA complementation. AID 624267, 2012. CCF4 ratio. 0.38% of 360,000 active. Receptor-interacting serine/threonine-protein kinase 2 (Homo sapiens), O43353. inhibition, % at 4.98 µM; in the data active = inhibition above about 21%;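 also: 0% = vehicle only and 100% = reference blocker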
Target sequence (O43353 whole entry, looked up): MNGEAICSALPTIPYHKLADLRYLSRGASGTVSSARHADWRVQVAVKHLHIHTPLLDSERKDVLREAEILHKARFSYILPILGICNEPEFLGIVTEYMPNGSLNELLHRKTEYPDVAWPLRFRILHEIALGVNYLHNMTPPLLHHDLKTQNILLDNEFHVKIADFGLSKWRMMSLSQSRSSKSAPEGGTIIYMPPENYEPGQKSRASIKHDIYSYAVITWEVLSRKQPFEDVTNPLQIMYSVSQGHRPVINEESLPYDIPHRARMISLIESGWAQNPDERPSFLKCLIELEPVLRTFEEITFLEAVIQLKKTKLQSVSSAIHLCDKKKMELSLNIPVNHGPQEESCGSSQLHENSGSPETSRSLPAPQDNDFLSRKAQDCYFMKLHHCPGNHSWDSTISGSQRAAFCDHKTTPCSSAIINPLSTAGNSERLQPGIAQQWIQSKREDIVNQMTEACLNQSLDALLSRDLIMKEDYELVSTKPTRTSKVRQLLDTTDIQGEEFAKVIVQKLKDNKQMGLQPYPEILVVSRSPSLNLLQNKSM
TLR9-MyD88 inh: inhibitors of TLR9-MyD88 association in cells, primary screen, cell-based, CHO, BLA complementation, fluorescence; Toll-like receptor 9 (Homo sapiens) + Myeloid differentiation primary response protein …; CCF4 FRET ratio; inhibition, % at 4.98 µM; 0.21% of 340,000 active; AID 504734, 2011;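 active = inhibition above the mean over all tested compounds plus 3 SD, cut at about 21% in these data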;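 also: 0% = DMSO only wells and 100% = clavulanate BLA inhibitor control wells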
H9c2 protect: cardioprotection against H2O2-induced cell death, primary screen, uHTS, H9c2 cells, ATPLite luminescence; protection from H2O2 cell death, % at 20 µM; 0.63% of 360,000 active; H9c2 cardiomyocytes, H2O2 injury protection, 2 h;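 active = compounds giving at least 50% protection of heart cells from peroxide-induced death in the single-dose screen, raw or plate-pattern-corrected value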;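 also: 0% = DMSO wells with peroxide and 100% = DMSO wells without peroxide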
m5-HT2A agonist: mouse Htr2a agonists via beta-arrestin recruitment, primary screen, cell-based, luminescence; 0.66% of 360,000 active; 5-hydroxytryptamine receptor 2A (Mus musculus), P35363; activation, % at 7.6 µM; CHO-K1 mHTR2A beta-arrestin complementation; percent of 30 µM serotonin response; AID 624169, 2012;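 active = activation above a run cutoff, the mean activation of all tested compounds plus 3 SD, cut at about 14% in these data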;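 also: 0% = plate median of compound wells and 100% = 30 µM serotonin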
Target sequence (P35363 whole entry, looked up): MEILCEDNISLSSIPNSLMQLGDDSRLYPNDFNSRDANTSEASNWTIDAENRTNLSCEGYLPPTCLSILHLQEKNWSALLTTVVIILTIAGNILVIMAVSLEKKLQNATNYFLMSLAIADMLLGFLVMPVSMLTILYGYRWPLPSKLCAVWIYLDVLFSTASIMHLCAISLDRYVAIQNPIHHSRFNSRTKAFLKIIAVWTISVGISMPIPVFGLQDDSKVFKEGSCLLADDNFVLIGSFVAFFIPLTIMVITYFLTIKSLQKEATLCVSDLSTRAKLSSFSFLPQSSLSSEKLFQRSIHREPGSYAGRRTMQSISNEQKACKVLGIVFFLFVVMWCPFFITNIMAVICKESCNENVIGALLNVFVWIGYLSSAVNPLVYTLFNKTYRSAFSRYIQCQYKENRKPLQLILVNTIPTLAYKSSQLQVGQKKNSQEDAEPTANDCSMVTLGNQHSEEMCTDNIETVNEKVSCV
MC4R barr agon: MC4R agonists recruiting beta-arrestin, primary screen, cell-based, luminescence, agonist arm of biased-ligand search | Melanocortin receptor 4 (Homo sapiens), P32245 | U2OS MC4R beta-arrestin complementation; percent of melanotan II response, DMSO zero | activation, % at 8.9 µM | 0.98% of 360,000 active | AID 540308, 2011;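 active = activation above a per-plate cutoff, the mean activation of sample wells on that plate plus 3 SD, cut at about 8% in these data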
ABHD5-PLIN5 inh: ABHD5-PLIN5 interaction inhibitors, primary screen, cell lysate, split luciferase complementation, luminescence; Perilipin-5 (Homo sapiens) + 1-acylglycerol-3-phosphate O-acyltransferase ABHD5 (Homo …; Split G. princeps luciferase complementation, 4 h; inhibition, % at 4 µM; 0.78% of 360,000 active; AID 602281, 2012;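 active = inhibition above the mean inhibition across every tested compound plus 3 SD, cut at about 22% in these data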;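 also: 0% = DMSO only wells and the 100% control is not disclosed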
ABCB6 inh MLPCN: ABCB6 transporter inhibitors, primary screen, K562-ABCB6 cells, flow cytometry, MLPCN library. ATP-binding cassette sub-family B member 6 (Homo sapiens), Q9NP58. K562-ABCB6 porphyrin accumulation, 1 h; stronger effect = lower value. fluorescence ratio to DMSO, % at 10 µM. 0.19% of 360,000 active;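 active = fluorescence ratio to DMSO below 75%, the collection mean minus 3 SD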;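 also: signal is porphyrin accumulated inside mitochondria; 100% equals median channel fluorescence of DMSO control wells; lower ratio means ABCB6 inhibition with less porphyrin fluorescence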
Numbers without * were called inactive; · = not tested or not shown. The list is partial; rates above refer to the full screens.

Order of results: SRC2 inh, N-glyco inh, MC4R antag cAMP, NOD2-RIPK2 inh, TLR9-MyD88 inh, H9c2 protect, m5-HT2A agonist, MC4R barr agon, ABHD5-PLIN5 inh, ABCB6 inh MLPCN
> CC(=O)N1CC(=O)N(OCc2ccccc2)C1c1ccc(Cl)cc1Cl (stereo not given)
    -4, 0, 5, -12, -4, -3, 5, -1.9, 5, 99
> O=S(=O)(c1ccccc1)c1nc(-c2cccc(Cl)c2)oc1N1CCOCC1
    -19, 0, 8, -2, -16, -6, 3, -0.1, 8, 101
> CC(C)(C)c1ccc(COc2ccsc2C(=O)O)cc1
    -10, 1, -3, -3, 7, -1, 1, -0.2, 3, 96
> CN(c1ccccc1)S(=O)(=O)c1cccc(C(=O)NCc2ccccc2)c1
    -13, -1, 14, -3, -5, -12, 4, 0.2, 1, 88
> COc1ccc(C(CC(=O)O)NC(=O)COc2ccc(C)cc2)cc1OC (stereo not given)
    14, 0, 4, 0, -5, 5, 2, -0.3, 3, 106
> C[C@@H]1CN([C@@H](C)CO)C(=O)c2cc(Br)cnc2O[C@H]1CN(C)Cc1ccccc1C(=O)O
    16, 1, -1, -9, 13, 9, 0, 1.1, 2, 99
> O=C(CSc1ccc2ccccc2n1)c1ccc2c(c1)OCO2
    -31, -4, 2, 0, 0, -9, 4, 1.4, 4, 81
> CCCc1nnc(SCC(=O)N2CCCCC2C)n1CCCOC (stereo not given)
    -16, 0, 6, -2, 0, 1, -1, -0.2, 4, 93
> N#Cc1c(NC(=O)c2cccnc2)sc2c1CCC2
    -61, 10, -4, -13, 1, -13, -1, -0.6, 3, 88
> CCCCN(C(=O)CSc1cc(C)c2ccccc2n1)c1c(N)n(Cc2ccccc2)c(=O)[nH]c1=O
    -8, -2, 8, -2, -7, 0, 3, 1.8, 1, 93
> COc1cc(NC(=O)Cc2ccccc2)nc(OC)n1
    ·, 0, -4, -3, -2, 1, -9, -0.9, -4, 99
> COC(=O)c1ccc(N2C(=O)CC(Sc3n[nH]c(C)n3)C2=O)cc1 (stereo not given)
    8, 0, 8, -9, -6, -34, 3, 1.0, 8, 93
> Cc1ccc(C2=NS(=O)(=O)N(C)C(C(=O)Nc3ccc(F)cc3F)=C2)cc1
    -37, 1, 5, -4, -3, -25, -8, 1.8, -7, 98
> Cc1cccc(Cn2c(=O)n(Cc3ccco3)c(=O)c3ccccc32)c1
    25, -6, 15, -10, -1, -5, -2, -0.3, -1, 193
> O=C(NCC1COc2ccccc2O1)c1cc(S(=O)(=O)N2CCOCC2)ccc1F (stereo not given)
    -14, 0, 9, 2, -12, -2, -4, -2.3, -7, 97
> Cc1ccc(CN2C(=O)C(F)(F)Oc3ccc(C)cc32)cc1
    20, -1, 3, -2, ·, -4, 5, 2.8, 3, 96
> CC(=O)c1c(C)n(C)c2ccc(O)cc12
    2, 1, 1, -4, 9, 3, -2, -1.3, 1, 92
> CCSc1n[nH]c2nc3c(c(=O)n12)C1(CCCC1)Cc1ccccc1-3
    -11, 0, 19, -8, -12, -4, 1, 5.4, -2, 107
> COc1ccccc1/C=C(\C)C(=O)c1c(C)cc(C)[nH]c1=O
    10, -1, 0, -12, -15, 4, 6, 1.2, 4, 102
> O=C(Nc1ccccn1)c1ccc(Cl)c(S(=O)(=O)N2CCc3ccccc32)c1
    33, -8, 13, -6, -2, -8, -5, 0.8, -2, 93
> CCN(C(=O)CSc1nc(-c2ccccc2)cn1N)c1c(N)n(Cc2ccccc2)c(=O)[nH]c1=O
    3, -1, -2, -5, -5, -1, 2, 1.0, -4, 97
> O=C(NNC(=S)NCc1ccc(Cl)cc1)c1cccnc1
    1, 1, 3, 2, 6, 2, -5, -3.7, -5, 100
> S=c1[nH]nc(CCCc2n[nH]c(=S)o2)o1
    -24, 2, 0, 1, -2, 7, 0, -1.9, 2, 89
> CCOC(=O)c1ccccc1NC(=O)COC(=O)CSCC(=O)Nc1cc(C)on1
    0, 0, 13, 4, 1, 7, 2, -2.2, 2, 95
> COc1cc(OC)c(C(=O)Nc2ccc(S(=O)(=O)Nc3ncccn3)cc2)cc1OC
    2, 2, 8, -5, -6, 4, 4, -2.3, 5, 94
> Oc1oc(-c2ccc(Br)cc2)nc1C=Nc1ccc(Br)cn1
    19, 0, 3, -4, -2, 4, 2, 0.3, -1, 106
> COc1ccc2[nH]c(CN3CCC(n4nccc4NC(=O)C4CC4)CC3)c(C)c2c1
    -14, 4, 5, -2, 3, -4, -2, -0.9, 5, 88
> COc1cc(C(C)=O)ccc1COc1ccc(C(=O)OCC(N)=O)cc1OC
    -15, 3, 1, -2, -3, 14, -2, 1.4, 0, 97
> O=C(CCN1C(=O)COc2ccccc21)N1CCN(c2ccccc2)CC1
    0, 0, -5, 0, 1, 0, -2, -2.7, -3, 98
> CCOC(=O)c1sc(C(=O)OCC)c(OCCO)c1OCCO
    2, 0, 3, 2, 4, -5, 1, -1.3, 9, 89
> CC(NC(=O)c1cccc2c1Oc1ccccc1S2)C(=O)O (stereo not given)
    ·, -1, ·, -13, ·, 6, 0, ·, -5, 99
> COc1ccc(S(=O)(=O)N2CCOCC2)cc1NC(=O)CCCSc1ccccc1
    8, 3, 16, -4, -6, 2, -6, 0.1, -7, 105
> CC(C)=C1Cc2ccccc2C1=O
    2, 1, 21, -2, 0, 1, 1, -2.9, 2, 97
> CC(C)C(NC(=O)c1ccc(C(C)(C)C)cc1)C(=O)NCCc1ccccn1 (stereo not given)
    -10, -1, 20, 2, 7, 1, 1, -1.8, 0, 95
> O=C(NC1CCCCC1)C1CCCN(c2nnnn2-c2ccccc2)C1 (stereo not given)
    -11, 1, -5, -12, -2, 6, 12, 3.3, -4, 107
> CCC(C)Nc1nc(N)c([N+](=O)[O-])c(NCCO)n1 (stereo not given)
    -46, 3, 0, -4, -3, 5, 1, -1.2, -6, 91
> COCCCn1c(SCC(=O)OC2CCCCC2)nnc1-c1ccco1
    ·, 1, 0, -4, 5, -6, -1, -1.6, 0, 95
> Cc1ccccc1-n1c(=O)n(Cc2ccc(C(=O)O)cc2)c(=O)c2[nH]cnc21
    -10, 1, -2, -14, 1, 4, 9, -1.3, 7, 96
> O=C(Nc1cccc(-c2nc3ccccc3o2)c1)c1cccnc1
    -17, 3, 10, -11, -4, 21, 2, -1.9, 2, 85
> Cc1c(Br)ccc(NC(=O)CCN2C(=O)C3C4CCC(C4)C3C2=O)c1C (stereo not given)
    9, -3, -3, -1, -4, 12, -1, -1.9, 1, 95
> O=C(NNc1c(Cl)cc(Cl)cc1Cl)C1CCC1
    -4, 3, 2, 7, 1, 2, -1, -3.0, -1, 100
> C=CCC1(CC=C)CCCN1C(=O)c1ccc2oc(CCCC)nc2c1
    -33, -7, 3, -5, 10, -19, 4, 3.6, 0, 93
> CN(CC(=O)Nc1ccc2c(c1)OCCO2)Cc1nc2ccccc2c(=O)[nH]1
    -11, 0, 3, 1, -4, 21, 1, -0.3, -21, 107
> Cc1cc(O)c(C(C[N+](=O)[O-])c2ccc(Cl)cc2)c(=O)o1 (stereo not given)
    -13, -2, 16, -6, 7, -4, 10, -0.2, -6, 91
> CCn1cc(C(=O)N[C@@H](CCSC)C(=O)NCCCO)c(=O)c2cc3c(cc21)OCO3
    7, 0, 4, -15, 7, 12, 0, -1.4, -4, 101
> CNC[C@@H]1OCc2cnnn2CCCC(=O)N([C@H](C)CO)C[C@H]1C
    -17, 3, -7, 8, 1, 10, 3, -0.2, 3, 97
> O=C(NCCN1CCN(c2ccccc2)CC1)Nc1cccc(Br)c1
    8, -4, -3, -9, 0, -5, -9, 0.3, -2, 95
> COc1cc(C2Nc3ccccc3C(=O)N2c2ccccc2OC)ccc1O (stereo not given)
    -14, 3, 0, -7, -2, 23, -4, -1.5, -7, 99
> Cc1ccc(-n2nnnc2SCc2nc3sc(C)c(C)c3c(=O)[nH]2)cc1
    -10, 1, 4, 1, 8, 8, 0, 4.4, -5, 102
> Cc1ccc(C2N=C(N)Nc3nc(=O)c4ccccc4n32)cc1 (stereo not given)
    -15, 5, 14, -5, 1, 0, -1, 0.4, 6, 107
> COc1cc(CN2CCCCC2C(=O)Nc2ccc(Oc3ccccc3)nc2)ccc1O (stereo not given)
    -27, ·, 8, 1, -4, 5, -1, -0.5, 16, 110
> CCOc1cc(S(=O)(=O)n2cnc(C)c2)ccc1Cl
    -5, 1, 13, -5, -16, -9, 4, 1.5, -3, 104

Quoted from the listing (nine entries):
Order of results: SRC2 inh, N-glyco inh, MC4R antag cAMP, NOD2-RIPK2 inh, TLR9-MyD88 inh, H9c2 protect, m5-HT2A agonist, MC4R barr agon, ABHD5-PLIN5 inh, ABCB6 inh MLPCN
> Cc1cc(O)c(C(C[N+](=O)[O-])c2ccc(Cl)cc2)c(=O)o1 (stereo not given)
    -13, -2, 16, -6, 7, -4, 10, -0.2, -6, 91
> CCn1cc(C(=O)N[C@@H](CCSC)C(=O)NCCCO)c(=O)c2cc3c(cc21)OCO3
    7, 0, 4, -15, 7, 12, 0, -1.4, -4, 101
> CNC[C@@H]1OCc2cnnn2CCCC(=O)N([C@H](C)CO)C[C@H]1C
    -17, 3, -7, 8, 1, 10, 3, -0.2, 3, 97
> O=C(NCCN1CCN(c2ccccc2)CC1)Nc1cccc(Br)c1
    8, -4, -3, -9, 0, -5, -9, 0.3, -2, 95
> COc1cc(C2Nc3ccccc3C(=O)N2c2ccccc2OC)ccc1O (stereo not given)
    -14, 3, 0, -7, -2, 23, -4, -1.5, -7, 99
> Cc1ccc(-n2nnnc2SCc2nc3sc(C)c(C)c3c(=O)[nH]2)cc1
    -10, 1, 4, 1, 8, 8, 0, 4.4, -5, 102
> Cc1ccc(C2N=C(N)Nc3nc(=O)c4ccccc4n32)cc1 (stereo not given)
    -15, 5, 14, -5, 1, 0, -1, 0.4, 6, 107
> COc1cc(CN2CCCCC2C(=O)Nc2ccc(Oc3ccccc3)nc2)ccc1O (stereo not given)
    -27, ·, 8, 1, -4, 5, -1, -0.5, 16, 110
> CCOc1cc(S(=O)(=O)n2cnc(C)c2)ccc1Cl
    -5, 1, 13, -5, -16, -9, 4, 1.5, -3, 104
